# Assay outcomes from PubChem.
# NPSR antagonist: antagonists of human neuropeptide S receptor cAMP signaling | Q6W5P4 | CHO-NPSR cells, cAMP TR-FRET, antagonist mode | Potency, µM (doses to about 38.3 µM), for inactives: top-dose activity change, negative = inhibition, actives largely listed as inhibitors | 220,000 tested, 1% active | AID 1461; note: potency is the fitted concentration of half-maximal effect; % is set by controls: 0 for no effect and ±100 for the full control effect; nearly all actives have a fitted effect of over 50% in size; many of its hits are not listed in these tables
# CBFb RUNX1 block: CBF-beta/RUNX1 interaction disruption; Q01196+Q13951; AlphaScreen CBFb-His/RUNX1-biotin binding, biochemical; 230,000 tested, under 10 active; Potency, µM (titrated, usually from 59.8 µM), for the others: top-dose activity, negative = inhibition, hits mostly inhibitors; note: % of control where 0% means no effect
# Target sequence (Q01196 whole entry, looked up): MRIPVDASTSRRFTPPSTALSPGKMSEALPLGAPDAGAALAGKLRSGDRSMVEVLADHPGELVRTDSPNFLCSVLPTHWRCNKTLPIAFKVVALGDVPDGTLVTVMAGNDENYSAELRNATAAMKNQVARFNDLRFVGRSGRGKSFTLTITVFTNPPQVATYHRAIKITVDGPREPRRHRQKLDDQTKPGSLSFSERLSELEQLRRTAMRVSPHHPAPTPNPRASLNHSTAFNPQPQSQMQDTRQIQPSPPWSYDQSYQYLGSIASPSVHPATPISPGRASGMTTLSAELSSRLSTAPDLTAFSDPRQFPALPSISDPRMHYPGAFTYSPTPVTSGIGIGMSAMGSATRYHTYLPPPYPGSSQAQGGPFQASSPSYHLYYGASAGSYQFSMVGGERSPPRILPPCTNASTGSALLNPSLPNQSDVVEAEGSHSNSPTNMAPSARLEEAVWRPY
# Target sequence (Q13951 whole entry, looked up): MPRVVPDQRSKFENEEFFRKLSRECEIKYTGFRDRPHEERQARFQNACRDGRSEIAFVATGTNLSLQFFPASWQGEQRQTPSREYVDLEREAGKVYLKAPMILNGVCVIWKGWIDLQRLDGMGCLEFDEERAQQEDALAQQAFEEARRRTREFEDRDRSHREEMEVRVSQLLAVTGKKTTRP
#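 Room-temperature protein-protein interaction test with 30 nM each of His-tagged CBF-beta and biotinylated RUNX1, 15 min with compound, then 90 min with nickel plus streptavidin beads. Signal read in AlphaScreen mode.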
# Tau fluor cs: counter-screen for tau fibril formation inhibitors. tau K18 P301L (four-repeat tau fragment) Alexa594 fluorescence, heparin fibrillization. Potency, µM (doses to about 57.7 µM), inactives show top-dose activity change, negative = decrease. 280,000 tested, 0.93% active. AID 1463; note: potency is the fitted concentration of half-maximal effect; % is set by controls: 0 for no effect and ±100 for the full control effect; nearly all actives have a fitted effect of over 55% in size
#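 Human K18 P301L tau (15 uM unlabeled plus 0.24 uM Alexa 594-labeled, final) in 100 mM sodium acetate pH 7 was mixed with compound and 20 uM heparin and incubated 6 hr at 37 C.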
# Epigenetic derep: derepresses silenced GFP reporter in murine cells; murine LDR cells, GFP reporter derepression, 30 h; Potency, µM (series often up to 53.9 µM), without a hit: at the top dose GFP activation, usual class: activators; 280,000 tested, 0.2% active; AID 1865; note: potency is the fitted concentration of half-maximal effect; % of control where 0% means no effect; nearly all actives have a fitted effect of over 60% in size
#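 Murine LDR cells carrying a silenced, genomically integrated CMV-driven GFP reporter were exposed to compound for 30 hours at 37 C. After PBS washes, GFP-positive cells (20–120 um objects) were counted by laser-scanning microplate cytometry.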
# Tau FP inhib: inhibitors of human tau fibril formation. P10636. K18 P301L tau heparin fibrillization, Alexa594 FP, 6 h. Potency, µM (highest dose often 57.7 µM), without a hit: at the top dose activity, negative = inhibition, usual class: inhibitors. 280,000 tested, 0.39% active. AID 1468; note: potency is the fitted concentration of half-maximal effect; % is set by controls: 0 for no effect and ±100 for the full control effect; nearly all actives have a fitted effect of over 55% in size
# Target sequence (P10636 561-689 P618L limits assumed): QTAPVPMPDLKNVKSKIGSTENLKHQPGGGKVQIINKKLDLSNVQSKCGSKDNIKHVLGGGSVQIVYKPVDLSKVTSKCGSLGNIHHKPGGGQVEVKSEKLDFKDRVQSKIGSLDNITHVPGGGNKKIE
#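 Read-out: fluorescence polarization of Alexa 594-labeled tau (0.24 uM), 555 nm excitation, 632 nm emission. Mixtures held 15 uM unlabeled K18 P301L, compound and 20 uM heparin, pH 7 acetate buffer, incubated 6 hr at 37 C.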
# GLA spleen mod: alpha-galactosidase A (human) modulation. 240,000 tested, 0.008% active. P06280. AID 2107. human spleen homogenate, 4MU-alpha-Gal fluorescence, 40 min. Potency, µM (series often up to 80 µM), for inactives: at the top dose activity change, negative = inhibition, hits mostly inhibitors;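 note: potency is the fitted concentration of half-maximal effect; 0% = enzyme with vehicle and -100% = no enzyme basal signal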
#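 Human spleen homogenate (1 ug) was the enzyme source, with 4-methylumbelliferyl-alpha-D-galactopyranoside (1 mM final) in pH 5.0 citrate buffer with 0.01% Tween-20. Compounds were titrated; after 40 min at 37C, NaOH/glycine stop, 4-MU fluorescence read; AC50 from Hill fits.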
# TRb-SRC2 inh: TRbeta-SRC2 interaction inhibition. P10828. TRbeta-SRC2 peptide binding, fluorescence polarization; receptor liganded with 1 µM T3. Potency, µM (series often up to 106 µM), for the others: at the top dose activity change, negative = inhibition, hits mostly inhibitors. 280,000 tested, 0.065% active;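 note: potency is the fitted concentration of half-maximal effect; plate controls were bound peptide for no effect and peptide without receptor for full effect; nearly all actives have a fitted effect of over 50% in size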
#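 Human TRb ligand-binding domain (0.6 uM) is mixed with 20 nM Texas Red SRC2 peptide and 1 uM T3; after compound addition and 5 hr at ambient temperature, polarization is measured and normalized to unbound and bound controls.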
# TexasRed fluor: alters Texas Red total fluorescence, flagging assay interference; TRb/SRC2 Texas Red total fluorescence interference; 280,000 tested, 0.29% active; Potency, µM (series often up to 106 µM), for the others: top-dose fluorescence change, negative = quenching; AID 1479; active = well fitted curve in either direction with a large enough effect; inconclusive = small, poorly fitted or top-dose-only effect; note: potency is the fitted concentration of half-maximal effect; % is set by controls: 0 for no effect and ±100 for the full control effect
#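 Human TRβ ligand-binding domain (0.6 uM) and Texas Red SRC2 peptide (20 nM) in Tris buffer with 1 uM T3 and 5% DMSO were incubated with pinned compound for 5 hr at ambient temperature. Total fluorescence was computed as S + 2P (555/632 nm).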
# * hit, by the source's call; ? = inconclusive; / = not tested or not shown; [ ] = remark or other dose. Unless noted, calls come from the whole dose curve; as a rule, active = well fitted curve in the direction sought with a large enough effect; inconclusive = small, poorly fitted or top-dose-only effect, or another doubt; inactive = no such curve, though single readings can be large; an effect the other way counts as inactive or inconclusive. The list is partial (hit frequency here may not be typical).
# Fields: NPSR antagonist	CBFb RUNX1 block	Tau fluor cs	Epigenetic derep	Tau FP inhib	GLA spleen mod	TRb-SRC2 inh	TexasRed fluor
[1] Fc1ccc(-c2cc(C(F)(F)F)nc(-n3cc(Cl)cn3)n2)cc1
→ -16%	8%	-10%	0.8%	-5%	2%	-9%	-1%
[2] CC(=O)N1CCc2c(sc3c2c(=O)n(-c2ccccc2)c(=O)n3Cc2ccccc2Cl)C1
→ -17%	-6%	-4%	3.4%	2%	-3%	-5%	0%
[3] O=c1[nH]n(Cc2ccccc2)c(=O)c2ccccc12
→ -6%[46.1 µM]	0%	-6%	1.1%	-7%	-5%	3%	-4%
[4] O=C(CN1CCCc2ccccc21)NC(=O)NCc1ccccc1
→ -15%	-10%	-17%	3.1%	9%	-5%	6%	-1%
[5] COc1ccc(N(CC(=O)NCc2cccs2)S(=O)(=O)c2c(C)nn(C)c2C)cc1
→ 7%[46.1 µM]	-1%	-3%	1.9%	-8%	-7%	-5%	-2%
[6] CC(=O)CSc1nnc(Cc2ccc3c(c2)OCO3)o1
→ 7%[46.1 µM]	2%	3%	-0.8%	2%	2%	-2%	-1%
[7] Cc1cc(NCCCn2ccnc2)n2nc(C)c(-c3ccc(Cl)cc3)c2n1
→ -17%[46.1 µM]	-2%	?	?	11%	8%	11%	0%
[8] COc1ccc(OC)c2[nH]c(=O)c(CCNC(=O)c3cc4ccccc4o3)cc12
→ -11%[46.1 µM]	5%	-8%	3.8%	12%	5%	-6%	-5%
[9] CCc1nc2ccccc2nc1N1CCN(S(=O)(=O)c2c(C)cc(Cl)cc2C)CC1
→ 45%	-3%	-11%	-2.4%	-16%	4%	0%	0%
[10] Cc1cc(C(F)(F)F)nn1CC(=O)N1CCOCC1
→ 8%[46.1 µM]	-4%	-1%	-0.7%	4%	3%	1%	2%
[11] O=C(O)c1ccc(CNC(=O)c2ccccc2NC(=O)c2ccc([N+](=O)[O-])cc2)cc1
→ 5%	4%	-9%	-0.1%	-3%	-8%	3%	-2%
[12] COc1ccccc1C(=O)N1CCN(Cc2cc(=O)oc3cc(C)ccc23)CC1
→ /	/	4%	2.4%	6%	/	1%	-1%
[13] CC1=NC(C)(C)Cc2c(C)cccc21
→ 6%	-11%	0%	-0.2%	-1%	-12%	2%	-2%
[14] Cc1ccc(CSc2nnc(CNc3ccc(F)cc3)o2)cc1
→ -3%	-3%	?	2.2%	15%	0%	0%	-1%
[15] NC(=O)c1ccc(NC(=O)COC(=O)C(Cc2ccccc2)NC(=O)c2ccccc2)cc1 (stereo unspecified)
→ 2%	-2%	-16%	3.4%	-2%	-5%	0%	1%
[16] C=C[C@](C)(O)CCC1C(=C)CC(OC(C)=O)C2C(C)(C)CCCC12C (stereo partly specified)
→ /	/	-13%	2.7%	-4%	-23%	2%	-2%
[17] CCCCCn1c(CNC(=O)COC)nc2ccccc21
→ -11%[46.1 µM]	5%	1%	0.0%	1%	6%	-6%	0%
[18] CN1C(=O)c2ccccc2Sc2ccc(NC(=O)NC3CC3)cc21
→ -6%[46.1 µM]	-5%	-22%	0.0%	-1%	-12%	-16%	-3%
[19] Cc1ccccc1C(=O)N/N=C/c1ccsc1C
→ -7%	3%	-4%	15%	-5%	0%	4%	-3%
[20] Clc1nnc(NN=C2CCCC2)c2ccccc12
→ -5%	-15%	?	-9.5%	-12%	1%	7%	-3%
[21] CCn1c(SCC(=O)c2ccc3ccccc3c2)nnc1-c1cccs1
→ -23%[46.1 µM]	-4%	-5%	-1.1%	2%	-11%	-11%	1%
[22] COc1cc2c(cc1OC)-c1nnc(-c3cccs3)n1C1(CCCC1)C2
→ -17%[46.1 µM]	0%	-8%	-1.2%	-11%	11%	-1%	-4%
[23] CCOc1ccc(C(=O)Nc2c3c(nn2-c2cccc(C)c2C)CS(=O)C3)cc1 (stereo unspecified)
→ -4%[46.1 µM]	4%	-5%	-1.9%	7%	-3%	0%	-1%
[24] CC(=O)C1=C(OC(=O)C(C)C)c2ccccc2S(=O)(=O)N1Cc1ccccc1
→ /	/	-17%	1.6%	6%	/	-6%	8%
[25] CN(C)C(=O)COC(=O)[C@H](Cc1ccccc1)NC(=O)c1ccco1
→ -14%[46.1 µM]	-4%	-4%	0.9%	-3%	-6%	-1%	0%
[26] O=C(Nc1nc(-c2ccc(-c3ccccc3)cc2)cs1)C1CCCO1 (stereo unspecified)
→ -19%[46.1 µM]	-2%	-29%	-0.3%	-17%	0%	2%	1%
[27] CCOC(=O)C1(CCOc2ccccc2)CCN(C(=O)c2cncs2)CC1
→ -13%	16%	-2%	-0.7%	4%	-4%	-1%	-8%
[28] c1ccc(CN(Cc2ccco2)C(c2ccncc2)c2nnnn2C2CCCC2)cc1 (stereo unspecified)
→ ?	3%	-11%	0.0%	?	-11%	-30%	1%
[29] COc1cc(O)cc2cc3c(c(O)c12)C(=O)CC(C)(O)O3 (stereo unspecified)
→ -1%	-9%	?	1.1%	-14%	4%	7%	-9%
[30] COc1ccc(N2CCN(C(=O)CNS(=O)(=O)c3ccc(C)cc3)CC2)cc1
→ 0%	1%	-18%	0.2%	-6%	7%	0%	0%
[31] COCCNC(=S)N1CCN(C(=O)C(=O)Nc2ccc(C(=O)OC)cc2)CC1
→ 9%	5%	-8%	1.0%	4%	-8%	-15%	-1%
[32] CCNC(=S)NNC(=O)c1ccc(=O)n(Cc2ccccc2)c1
→ 9%	2%	-7%	-0.5%	-3%	-11%	-6%	1%
[33] COC(=O)c1ccc(NC(=O)CC2C(=O)N(c3cccc(OC)c3)C(=O)N2Cc2ccco2)cc1 (stereo unspecified)
→ /	/	-13%	2.1%	0%	/	-5%	-2%
[34] O=c1cc(-c2ccccc2)[nH]c2cc(F)ccc12
→ 18%	-1%[2.36 µM]	-12%	2.3%	-8%	1%	-2%	-2%
[35] NC(=O)C1(N2CCCCC2)CCN(C(=O)c2cccs2)CC1
→ -2%[46.1 µM]	-1%	-6%	-1.0%	8%	6%	-1%	2%
[36] Cc1ccc2c3c([nH]c2c1C)-c1nonc1CC3
→ ?	0%	-14%	0.2%	-6%	4%	6%	0%
[37] COc1ccc(C(=O)n2c(SC)nc3cc4c(cc32)OCCO4)cc1
→ -17%[46.1 µM]	0%	-27%	-1.2%	3%	2%	10%	2%
[38] O=C1N(Cc2cccnc2)C[C@@H]2C[C@@H](c3ccc4nsnc4c3)N3CCC[C@@]123
→ -7%	7%	-11%	-0.2%	?	-5%	6%	-3%
[39] COCCn1c(SCC(=O)Nc2ccc(N3CCOCC3)cc2)nc2ccccc21
→ -9%[46.1 µM]	-4%	-17%	2.3%	6%	-17%	-3%	-2%
[40] O=c1c2c(C(F)(F)F)cc(C(F)(F)F)nc2[nH]n1-c1ccccc1
→ 4%[46.1 µM]	-13%	-24%	-1.8%	-2%	7%	-1%	-5%
[41] COc1ccnc(CSC(N)=Nc2ccccc2OC)c1
→ -8%[46.1 µM]	1%	-19%	3.5µM*	?	-7%	-25%	-1%
[42] CCCOC(=S)Nc1ccccc1
→ 0%[46.1 µM]	0%	-6%	-2.9%	1%	-9%	-4%	0%
[43] Cc1csc(NC(=O)CNC(=O)OCc2ccccc2)n1
→ 9%[46.1 µM]	-1%	-1%	0.0%	1%	6%	-3%	-3%
[44] COc1cccc(Oc2cn[nH]c2-c2ccc(O)cc2O)c1
→ -20%[46.1 µM]	1%	?	-14%	?	?	6%	-1%
[45] C=CCOc1cccc(/C=N/NC(=O)C(=O)NCc2ccco2)c1
→ -7%[46.1 µM]	5%	-4%	0.0%	-9%	-2%	2%	-6%
[46] Cc1ccc(S(=O)(=O)NC(C)(C)CN2CCc3ccccc3C2)cc1
→ -5%	4%	-5%	5.3%	3%	-2%	6%	-2%
[47] CCOC(=O)c1cc[nH]c1CC(=O)NC
→ -17%	1%	3%	14%	1%	-4%	-1%	-3%
[48] CC(=O)c1ccc(NC(=O)CCc2c(C)nn(-c3ccc(N4CCCCC4)nn3)c2C)cc1
→ /	/	-13%	1.1%	0%	/	-1%	-1%
[49] O=C(NCc1ccco1)c1cnccn1
→ -13%[46.1 µM]	-19%	6%	-3.0%	-6%	4%	-20%	7%
[50] CCOC(=O)c1cc(-c2ccc(N3CCOCC3)cc2)nn1-c1ccc(F)cc1F
→ -39%	-8%	-21%	1.1%	1%	-5%	0%	-1%
[51] Cc1ccc(CNS(=O)(=O)c2ccc(C(C)(C)C)cc2)n1C
→ -10%[46.1 µM]	-5%	1%	-2.0%	4%	4%	2%	2%
[52] CCn1c(Cc2ccccc2)nnc1SCC(=O)Nc1nc2ccccc2s1
→ 14%[46.1 µM]	1%	-5%	-1.1%	-7%	-13%	-6%	0%

# By substructure: the compounds so far with an NH in an aromatic ring (7)
# Fields: NPSR antagonist	CBFb RUNX1 block	Tau fluor cs	Epigenetic derep	Tau FP inhib	GLA spleen mod	TRb-SRC2 inh	TexasRed fluor
[3] O=c1[nH]n(Cc2ccccc2)c(=O)c2ccccc12
→ -6%[46.1 µM]	0%	-6%	1.1%	-7%	-5%	3%	-4%
[8] COc1ccc(OC)c2[nH]c(=O)c(CCNC(=O)c3cc4ccccc4o3)cc12
→ -11%[46.1 µM]	5%	-8%	3.8%	12%	5%	-6%	-5%
[34] O=c1cc(-c2ccccc2)[nH]c2cc(F)ccc12
→ 18%	-1%[2.36 µM]	-12%	2.3%	-8%	1%	-2%	-2%
[36] Cc1ccc2c3c([nH]c2c1C)-c1nonc1CC3
→ ?	0%	-14%	0.2%	-6%	4%	6%	0%
[40] O=c1c2c(C(F)(F)F)cc(C(F)(F)F)nc2[nH]n1-c1ccccc1
→ 4%[46.1 µM]	-13%	-24%	-1.8%	-2%	7%	-1%	-5%
[44] COc1cccc(Oc2cn[nH]c2-c2ccc(O)cc2O)c1
→ -20%[46.1 µM]	1%	?	-14%	?	?	6%	-1%
[47] CCOC(=O)c1cc[nH]c1CC(=O)NC
→ -17%	1%	3%	14%	1%	-4%	-1%	-3%
